BCR signal inh: qHTS Assay to Find Inhibitors of Chronic Active B-Cell Receptor Signaling | Potency, µM (top dose mostly 46.1 µM), for inactives: at the highest dose ratio change, negative = lower green/red ratio, actives largely listed as inhibitors | ABC-DLBCL IkBa-CBG/CBR reporter, luminescence ratio, 4 h | actives 0.05% (n = 340,000); active = well fitted inhibition curve with a large enough effect in the signal ratio, with a control signal flat, not every such curve was filed as active; inconclusive = small, poorly fitted or top-dose-only effect, or effect the other way, or a change in a side signal; the % refers to the signal ratio;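 also: potency is read from the fitted curve at half-maximal effect; plate controls were basal doxycycline-induced cells for no effect and cells given 10 µM MG132 for full effect; MG132 reads +100%, hits lower the ratio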
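Cell line TMD8 (human ABC DLBCL), stably expressing tet-inducible CBG68-IkBa fusion and CBR; IMDM/0.5% FBS; cpd up to 46 uM; dox induction, 4 h, 37C/5% CO2; dual luminescence; green/red ratio; MG132 control.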
MBNL1 CUG block: qHTS Assay for Inhibitors of MBNL1-poly(CUG) RNA binding | Muscleblind-like protein 1 (Homo sapiens), Q9NR56 | TR-FRET MBNL1-His/biotin-(CUG)12 binding, 665/545 ratio | Potency, µM (titrated, usually from 57.5 µM), for the others: at the top dose activity change, negative = inhibition, most hits filed as inhibitors | actives 0.036% (n = 280,000); active = well fitted inhibition curve with a large enough effect in the signal ratio, with a control signal flat, not every such curve was filed as active; inconclusive = small, poorly fitted or top-dose-only effect, or effect the other way, or a change in a side signal; inactive = no such curve, though single readings can be large or run the other way; the % refers to the signal ratio; also: potency is read from the fitted curve at half-maximal effect; % is scaled to controls: 0 for no effect and ±100 for the full control effect
Target sequence (Q9NR56 whole entry, looked up): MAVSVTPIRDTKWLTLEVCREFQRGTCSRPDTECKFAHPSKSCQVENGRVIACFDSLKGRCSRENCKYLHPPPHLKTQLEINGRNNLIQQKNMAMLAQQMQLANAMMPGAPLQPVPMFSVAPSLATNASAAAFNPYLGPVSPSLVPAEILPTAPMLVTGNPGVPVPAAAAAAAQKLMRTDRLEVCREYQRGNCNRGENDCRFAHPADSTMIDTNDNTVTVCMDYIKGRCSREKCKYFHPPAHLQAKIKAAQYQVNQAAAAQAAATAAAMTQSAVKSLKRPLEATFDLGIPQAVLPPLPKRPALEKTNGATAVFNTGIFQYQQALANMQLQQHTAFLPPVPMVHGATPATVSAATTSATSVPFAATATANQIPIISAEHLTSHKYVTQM
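MBNL1-His + Biotin-(CUG)12, cpd titration 92 nM–58 uM; Tb anti-His Ab 0.055 ng/ul, SA-XL665 5 nM (final); 60 min RT; ratiometric 665/545 nm, Ex 340 nm; normalized to buffer and full-complex controls.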
Menin-MLL TR inh: qHTS Assay for Inhibitors Targeting the Menin-MLL Interaction in MLL Related Leukemias: Competition With Texas Red Labeled MLL-derived Mutant Peptide; O00255; Menin + Texas Red MLL mutant peptide, fluorescence polarization; Potency, µM (series often up to 61.6 µM), for inactives: top-dose FP activity change, negative = inhibition, hits mostly inhibitors; actives 0.23% (n = 270,000); AID 1768, 2009; active = well fitted inhibition curve with a large enough effect in the polarisation, with a control signal flat, not every such curve was filed as active; inconclusive = small, poorly fitted or top-dose-only effect, or effect the other way, or a change in a side signal; inactive = no such curve, though single readings can be large or run the other way; the % refers to the polarisation; also: potency is read from the fitted curve at half-maximal effect; % of control where 0% means no effect; many of its hits are not listed in these tables
Target sequence (O00255 whole entry, looked up): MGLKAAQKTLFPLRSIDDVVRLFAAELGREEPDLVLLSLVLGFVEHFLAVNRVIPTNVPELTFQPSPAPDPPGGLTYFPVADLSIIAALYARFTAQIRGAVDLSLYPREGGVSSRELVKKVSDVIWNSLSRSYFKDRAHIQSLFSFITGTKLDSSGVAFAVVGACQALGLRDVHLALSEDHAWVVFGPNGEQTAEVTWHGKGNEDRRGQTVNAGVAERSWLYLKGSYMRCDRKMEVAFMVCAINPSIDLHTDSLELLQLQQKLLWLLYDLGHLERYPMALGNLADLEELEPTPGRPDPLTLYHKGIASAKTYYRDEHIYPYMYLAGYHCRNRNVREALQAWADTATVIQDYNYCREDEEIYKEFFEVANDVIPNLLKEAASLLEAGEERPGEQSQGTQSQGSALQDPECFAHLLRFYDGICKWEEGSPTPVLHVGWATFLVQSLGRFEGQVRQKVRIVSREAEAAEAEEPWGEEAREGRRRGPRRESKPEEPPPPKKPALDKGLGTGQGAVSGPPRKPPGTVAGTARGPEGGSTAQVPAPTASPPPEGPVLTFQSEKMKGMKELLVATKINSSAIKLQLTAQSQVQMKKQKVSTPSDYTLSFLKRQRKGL
ASM inhibitor: Inhibitors of Secretory Acid Sphingomyelinase (S-ASM): qHTS; placental ASM, HMU-PC fluorogenic substrate, 60 min; Potency, µM (top dose mostly 57.5 µM), for the others: at the top dose activity change, negative = inhibition, actives largely listed as inhibitors; actives 0.006% (n = 340,000); Sphingomyelin phosphodiesterase (Homo sapiens), P17405; also: potency is read from the fitted curve at half-maximal effect
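Fluorogenic HMU-PC substrate (9 uM final) is turned over by placental ASM in 60 min at 37 C after a 10 min compound preincubation. Reaction ended by alkaline stop (pH 10), with fluorescence read at 386/447 nm.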
Eya2 phos inh: qHTS Assay for Inhibitors of the Phosphatase Activity of Eya2; Protein phosphatase EYA2 (Homo sapiens), O00167; recombinant Eya2, OMFP fluorescence dephosphorylation (OMFP is methylfluorescein phosphate); Potency, µM (titrated, usually from 76.9 µM), for the others: at the highest dose activity, negative = inhibition, hits mostly inhibitors; actives 0.006% (n = 330,000); AID 488837, 2010; also: potency is read from the fitted curve at half-maximal effect; % is scaled to controls: 0 for no effect and ±100 for the full control effect
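Eya2 protein (added as 0.2 uM solution) was preincubated with compound for 10 min at ambient temperature in 50 mM HEPES pH 7.5, 50 mM NaCl, 5 uM MgCl2, 0.05% BSA, 1 mM DTT. OMFP (added at 50 uM) then reacted 10 min; fluorescence read at 485/525 nm.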
PKM2 act: qHTS Assay for Activators of Human Muscle isoform 2 Pyruvate Kinase | purified PKM2, Kinase-Glo ATP luminescence, activation; response scale: 0% is enzyme alone, no compound | Potency, µM (top dose mostly 57.5 µM), without a hit: top-dose activation, hits mostly activators | actives 0.34% (n = 260,000) | AID 1631, 2009; also: potency is read from the fitted curve at half-maximal effect; % is scaled to controls: 0 for no effect and ±100 for the full control effect; nearly all actives have a fitted effect of over 55% in size
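Purified hPK-M2 (>95% pure) converted ADP (0.1 mM final) to ATP with 0.5 mM PEP in 50 mM imidazole pH7.2, KCl, MgCl2, Tween 20, BSA; 1 h at room temperature. ATP detected by Kinase-Glo luminescence.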
USP2a block: qHTS Assay for Inhibitors of Ubiquitin-specific Protease USP2a Using CHOP2 as the Reporter. Potency, µM (titrated, usually from 38.3 µM), inactives show at the highest dose activity change, negative = inhibition, hits mostly inhibitors. actives 0.01% (n = 330,000). AID 463254, 2010. Ubiquitin carboxyl-terminal hydrolase 2 (Homo sapiens), O75604. USP2 core, Ub-CHOP2 coupled fluorogenic reporter, 485/531;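 also: potency is read from the fitted curve at half-maximal effect; plate controls were DMSO wells for no effect and full inhibition by NEM control for full effect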
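Deubiquitinase activity read as fluorescence (485/531 nm) after Ub-CHOP2 cleavage activates the enterokinase reporter on its substrate; USP2 core 10nM, Ub-CHOP2 and substrate 25nM each, 30min compound preincubation then 60min RT; data normalized to NEM, curves fitted.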
TSHR antagonist: Antagonists of the Thyroid Stimulating Hormone Receptor: HTS campaign. Thyrotropin receptor (Homo sapiens), P16473. activity change, negative = inhibition, % at 11.5 µM. AID 504810, 2011. TSHR-expressing cells, TSH-stimulated cAMP HTRF, 2 h; active compounds read low. actives 0.2% (n = 330,000);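 active = activity change below a set negative limit, meaning inhibition stronger than a set level, cut at about -70% in these data; inconclusive = activity change between two set negative limits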; also: % is scaled to controls: 0 for no effect and ±100 for the full control effect
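Competitive HTRF cAMP read-out (cryptate anti-cAMP antibody, cAMP-d2; 30 min, room temperature) in freshly harvested TSHR cells. Compounds added before TSH at EC80 (4nM final), followed by 2 hours' incubation at 37 deg C.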
KCNH2 WT inh: qHTS for Inhibitors of KCHN2 3.1: Wildtype qHTS | activity change, % at 1.84 µM | U2OS, BacMam KCNH2, thallium flux FluxOr; active compounds read low | actives 0.37% (n = 340,000);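 active = maximum activity change below -70%; inconclusive = maximum activity change between -70% and -50%; inactive = maximum activity change above -50%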; also: % is scaled to controls: 0 for no effect and ±100 for the full control effect
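U2OS cells were transduced with wild-type KCNH2 virus (2.03 x 10^8 / mL) for 4 h at room temperature, then cultured overnight at 37 C. Thallium flux was read with FluxOr dye. Rate constants were normalized to DMSO controls.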
GALK inhibitor: qHTS Assay for Inhibitors of Human Galactokinase (GALK). P51570. Purified GALK, Kinase-Glo residual ATP luminescence. Potency, µM (series often up to 57.5 µM), without a hit: top-dose activity change, negative = inhibition, usual class: inhibitors. actives 0.007% (n = 270,000). AID 1868, 2009; also: potency is read from the fitted curve at half-maximal effect; % is scaled to controls: 0 for no effect and ±100 for the full control effect
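GALK at 5 nM final was combined with compound, 35 uM ATP and 100 uM galactose in HEPES pH8.0 with MgCl2 and DTT. The reaction ran one hour at room temperature before luminescent ATP detection.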
Mito fusion act: qHTS Assay for Small Molecule Inhibitors of Mitochondrial Division or Activators of Mitochondrial Fusion; S. cerevisiae fusion-defective mutant growth rescue, CellTiterGlo 48 h; Potency, µM (doses to about 46.1 µM), without a hit: top-dose growth rescue (activation), usual class: activators; actives 0.23% (n = 320,000);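 also: potency is read from the fitted curve at half-maximal effect; % of control where 0% means no effect; nearly all actives have a fitted effect of over 45% in size; temperature-sensitive fusion mutants such as fzo1-1 at 37 °C on non-fermentable ethanol glycerol medium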
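Yeast fusion mutant, YPEG (non-fermentable carbon), compound, 48 h at 37C non-permissive; CellTiterGlo added, 10 min RT, luminescence read. Rescued growth = division inhibition.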
Starred values were filed as active, the others as inactive; ? = inconclusive; nt = no result given; [ ] = another dose, or the depositor's remark. Unless noted, calls follow the shape of the dose curve; as a rule, active = well fitted curve in the direction sought with a large enough effect; inconclusive = small, poorly fitted or top-dose-only effect, or another doubt; inactive = no such curve, though single readings can be large; an effect the other way counts as inactive or inconclusive. Not all compounds are listed; count on the stated rates, not on these rows.

SMILES	BCR signal inh	MBNL1 CUG block	Menin-MLL TR inh	ASM inhibitor	Eya2 phos inh	PKM2 act	USP2a block	TSHR antagonist	KCNH2 WT inh	GALK inhibitor	Mito fusion act
COc1cc(/C=N/n2c(-c3n[nH]c4c3CCC4)n[nH]c2=S)ccc1O	-6.1%	1.8%	nt	1.3%	2.4%	0.8%	1.9%	-14.7	-4.2	-2.0%	-9.5%
CC(C)[C@H](NC(=O)OCc1ccccc1)C(=O)OCC(=O)NC1CCCCC1	-19.8%	15.6%	-6.8%	6.6%	-20.1%	-1.3%	0.7%	10.5	-8.7	3.3%	2.4%
CC1=NOC(=O)/C1=C/c1ccc(O)cc1	-1.8%	-2.9%	23.6%	-4.4%	-0.9%	7.9%	-0.9%	-2.1	-7.4	-2.7%	-6.0%
Cc1cccc(NC(=O)CS(=O)(=O)c2cn(C)c3ccccc23)c1	?	5.0%	0.0%	-4.2%	2.3%	-10.0%	3.0%	-2.3	13.2	1.1%	-12.6%
CS(=O)(=O)N(CC(=O)N1CCN(Cc2ccccc2)CC1)C1CCCCC1	-1.7%	-2.5%	-27.2%	-0.3%	13.2%	4.2%	0.1%	8.0	-6.7	-4.7%	-0.8%
CCOc1ccc(Oc2ccccc2NC(=O)CCNC(C)=O)cc1	5.3%	0.0%	8.8%	3.0%	2.0%	-5.9%	0.4%	3.9	9.4	1.4%	-10.3%
COC(=O)c1cc(OC)cc(O)c1C(=O)c1c(O)cc(C)cc1O	-8.3%	9.1%	nt	-3.8%	?	3.8%	-1.7%	2.0	4.2	-0.9%	11.6%
CCc1ccc(C2C(C#N)=C(N)SC(N)=C2C#N)s1	?	171.2%[activator]	2.4%	-3.5%	?	-24.4%	?	-8.6	0.4	3.7%	15.8%
CC(C)c1ccc(NC(=O)CN2C(=O)NC3(CCCC3)C2=O)cc1	?	-5.5%	-19.1%	1.4%	2.8%	0.8%	-0.9%	3.3	3.3	15.2%	-10.1%
COc1ccc(/C(C)=N\O)cc1OC	-0.5%	8.7%	nt	-4.4%	-0.7%	2.4%	-0.5%	0.4	0.0	nt	0.2%
O=C(OCC(=O)N1CCc2ccccc2C1)c1ccc(F)cc1Cl	-0.6%	nt	nt	-1.7%	-4.7%	nt	-0.9%	0.9	1.1	nt	nt
CC1(c2ccc(Cl)cc2Cl)NC(=O)N(CC(=O)N2CCN(C(=O)c3ccco3)CC2)C1=O (stereo unspecified)	2.3%	nt	nt	0.6%	-14.1%	nt	-0.3%	-13.3	3.2	nt	4.8%
Cn1c(C(=O)NCCCN2CCN(c3cccc(Cl)c3)CC2)cc2c(=O)n(C)c3ccccc3c21	?	-7.2%	-16.4%	-22.2%	-28.7%	2.5%	2.2%	5.7	2.2	1.9%	-2.6%
Cc1cc(C)c2[nH]c(=O)c(CN(Cc3ccco3)C(=O)c3cccs3)cc2c1	11.9%	19.8%	-0.1%	nt	14.1%	14.3%	-3.3%	36.0	nt	2.6%	2.6%
COC(=O)CN(c1ccccc1F)S(=O)(=O)c1ccc(C)cc1	?	-3.4%	-8.3%	-1.6%	3.0%	?	0.7%	0.0	-1.7	3.1%	0.4%
COc1ccc(C(=O)NCCCc2nc3ccccc3n2Cc2ccccc2C)cc1OC	?	-16.7%	3.2%	-1.0%	-6.3%	-1.7%	-2.5%	7.3	9.3	nt	5.5%
COc1ccccc1NC(=O)C1=C(C)Nc2ncnn2C1c1cccs1 (stereo unspecified)	-1.9%	3.8%	17.6%	12.1%	-1.1%	0.0%	0.3%	-3.1	-2.2	-1.4%	-0.2%
COc1ccc(NC(=O)CN2CCc3ccccc3C2)cc1S(=O)(=O)N1CCOCC1	-3.8%	0.6%	0.1%	6.4%	-6.0%	4.2%	0.0%	6.6	1.1	0.6%	-4.7%
O=C(COC(=O)Cc1ccc(Cl)cc1Cl)Nc1ccc(OC(F)F)cc1	2.1%	nt	17.6%	-2.1%	-11.5%	1.0%	1.6%	-5.6	-0.1	0.0%	8.1%
CN(C)c1ccc(NC(=O)COC(=O)CNC(=O)c2cccs2)cc1	?	nt	nt	-0.1%	-6.7%	nt	-1.3%	-10.4	10.4	nt	-1.9%
COCCNC(=S)Nc1cc(S(=O)(=O)N2CCOCC2)ccc1N1CCCCC1	-3.7%	3.8%	7.7%	1.9%	-24.6%	-14.0%	-2.4%	-8.4	7.4	3.1%	-28.7%
CC(C)C(=O)N(Cc1ccc(F)cc1)Cc1nc2ccccc2c(=O)[nH]1	-8.7%	-1.8%	-10.8%	3.7%	-1.2%	-0.6%	0.2%	-2.5	0.4	5.4%	3.4%
Cc1cc(C)n(C(C)CC(=O)Nc2ccc(-c3ccno3)cc2)n1 (stereo unspecified)	-0.5%	-8.5%	8.1%	0.8%	2.6%	nt	3.1%	12.9	-8.5	5.3%	0.2%
Cc1ccnc(NC(=O)Cc2c(F)cccc2Cl)c1	-5.1%	-4.9%	-12.4%	4.9%	3.6%	-1.7%	-0.3%	18.2	-2.4	-2.3%	-0.8%
CC(NC(=O)Nc1ccc(F)cc1F)c1ccncc1 (stereo unspecified)	-1.6%	-5.8%	5.0%	0.7%	0.4%	-4.8%	3.2%	1.1	6.2	-0.3%	-2.8%
The list goes on:
SMILES	BCR signal inh	MBNL1 CUG block	Menin-MLL TR inh	ASM inhibitor	Eya2 phos inh	PKM2 act	USP2a block	TSHR antagonist	KCNH2 WT inh	GALK inhibitor	Mito fusion act
C=CCN(C(=O)c1csnn1)C(C(=O)NC1CCCC1)c1c(F)cccc1Cl (stereo unspecified)	0.0%	-1.3%	-17.1%	-0.1%	-5.3%	3.0%	-0.3%	7.4	-12.5	16.5%	32.8%
Fc1ccc(N2CCN(c3ncnc4nc[nH]c34)CC2)cc1	-2.5%	5.8%	-0.3%	0.1%	-9.4%	0.3%	1.3%	1.2	4.9	-2.3%	-1.4%
Fc1ccccc1-c1n[nH]c(=S)n1CC1CCCO1 (stereo unspecified)	7.3%	-2.9%	9.8%	-0.1%	-6.0%	-7.6%	3.4%	-7.9	2.1	3.9%	0.5%
CC/C(C)=N/Nc1nc2sc3c(c2c(=O)[nH]1)CC(C)(C)OC3	-0.3%	18.5%	1.3%	8.6%	0.1%	-4.7%	3.5%	-1.1	-8.0	-0.3%	-0.1%
CC1CN(S(=O)(=O)c2ccc(C(=O)NN3CCN(C)CC3)cc2)CC(C)O1 (stereo unspecified)	1.2%	nt	-3.1%	1.3%	-3.6%	-3.1%	2.7%	33.2	-1.7	0.3%	-19.1%
O=C(Cc1ccccc1)Nn1cnc2ccccc21	6.9%	12.6%	-1.9%	1.6%	-2.9%	-3.5%	3.2%	-2.0	-20.3	19.0%	2.5%
COc1ccc(C(=O)Nn2cnnc2)cc1OC	3.6%	-11.8%	nt	2.7%	-7.0%	-3.3%	6.4%	3.5	2.6	1.5%	0.5%
Cc1cc(C)nc(-n2nc(C)cc2NC(=O)CNC2CCCCC2)n1	-2.5%	-8.9%	-10.4%	4.1%	-0.3%	13.6%	-1.3%	4.5	5.3	-0.1%	-4.3%
CCOc1ccc(/C=C2/Sc3ccc(C(=O)NCC4CCCO4)cc3N(C)C2=O)cc1OC (stereo unspecified)	-26.1%	?	24.4%	5.7%	1.3%	nt	-3.4%	11.0	-1.0	5.6%	-17.9%
CC(C)NS(=O)(=O)c1ccc(OCC(=O)N2CCCC2)cc1	5.6%	2.6%	-0.7%	2.0%	6.5%	2.3%	-1.1%	-5.9	-4.6	-1.4%	-0.4%

Assay outcomes: PubChem BioAssay, National Center for Advancing Translational Sciences (NCATS)
